# From PubChem
# 14-3-3 Bad PPI: inhibitors of 14-3-3 zeta/Bad binding, primary screen, biochemical, TR-FRET, bovine 14-3-3 zeta | 14-3-3 protein zeta/delta (Bos taurus), P63103 | TR-FRET 14-3-3zeta/Dy647-pBad peptide displacement, 1 h | inhibition, % at 21.7 µM | 0.71% of 220,000 active;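 active = inhibition above about 70%, limit read from the data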;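 also: 0% = full 14-3-3 plus peptide FRET controls and 100% = background without 14-3-3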
# Target sequence (P63103 whole entry, looked up): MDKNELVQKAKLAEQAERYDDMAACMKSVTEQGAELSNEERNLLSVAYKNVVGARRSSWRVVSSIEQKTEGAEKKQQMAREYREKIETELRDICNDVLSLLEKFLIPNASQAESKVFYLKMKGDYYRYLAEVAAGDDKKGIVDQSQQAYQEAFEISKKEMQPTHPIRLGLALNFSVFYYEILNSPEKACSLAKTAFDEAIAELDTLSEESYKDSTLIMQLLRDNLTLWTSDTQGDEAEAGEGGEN
# Runt-SMMHC FRET: inhibitors of RUNX1 Runt–CBFb-SMMHC binding, primary screen, biochemical, FRET, Cerulean-Runt, Venus-CBFb-SMMHC, uHTS; 0.74% of 220,000 active; inhibition, % at 20 µM; AID 1434, 2008; Cerulean-Runt/Venus-CBFb-SMMHC FRET ratio 530/480, 1 h; Runt-related transcription factor 1 (Homo sapiens) + Core-binding factor subunit beta …;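 active = mean inhibition across duplicate retests at 20 µM reaching about 50%, limit read from the data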;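 also: 0% = DMSO wells and 100% = wells with excess untagged CBFb-SMMHC; inhibitors lower the FRET ratio by blocking Runt binding to CBFb-SMMHC; some results filed as inactive read as strong as hits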
# Tb hexokinase: Trypanosoma brucei hexokinase 1 inhibitors, primary screen, biochemical, G6PDH-coupled NADH absorbance, MLSCN library; hexokinase 1 [Trypanosoma brucei]; recombinant TbHK1, G6PDH-coupled NADH A340; inhibition, % at 10 µM; 0.11% of 220,000 active; AID 1430, 2008;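 active = inhibition of 50% or more in the single-dose primary screen; inactive = inhibition below 50%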
# Hck Nef HTS: inhibitors of Nef-activated human Hck kinase, primary screen, biochemical, Z-Lyte FRET, 384-well, Hck-YEEI. inhibition, % at 20 µM. Recombinant Hck-YEEI plus Nef, Z-Lyte FRET kinase assay. 0.68% of 220,000 active. Tyrosine-protein kinase HCK (Homo sapiens), P08631;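 active = Hck-Nef kinase inhibition above about 50%, limit read from the data; inactive = inhibition below that limit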;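 also: 0% = DMSO with Hck plus Nef and 100% = Hck alone without Nef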
# Runt-CBFb FRET: inhibitors of RUNX1 Runt–CBFb binding, primary screen, biochemical, FRET, Cerulean-Runt, Venus-CBFb, uHTS; inhibition, % at 20 µM; 0.46% of 220,000 active; Runt-related transcription factor 1 (Homo sapiens) + Core-binding factor subunit beta …; Cerulean-Runt/Venus-CBFb FRET ratio 530/480, 1 h;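 active = inhibition over about 50% at 20 µM in the single-dose screen, limit read from the data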;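 also: 0% = DMSO wells and 100% = excess unlabeled CBFb competitor control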
#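 Assay system: Cerulean-tagged RUNX1 Runt domain (FRET donor) fusion protein / Amount: 100 nM each of Venus-CBFb and Cerulean-Runt domain / Medium: Tris buffer pH 7.5 with salts and BSA / Also added: Venus-CBFb 100 nM / Schedule: 1 h complex formation plus 1 h compound treatment, room temperature / Signal: FRET fluorescence / Read-out: loss of energy transfer signal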
# EBV gp42 block: Epstein-Barr virus gp42 inhibitors, primary screen, biochemical, uHTS, fluorescence polarization; Glycoprotein 42 (Epstein-Barr virus (strain AG876)), Q1HVG2; Fluorescence polarization binding assay, mP read-out; inhibition, % (tested at 21.74 µM); 0.42% of 220,000 active; AID 1085, 2008; in the data active = inhibition above about 50%
# Target sequence (Q1HVG2 whole entry, looked up): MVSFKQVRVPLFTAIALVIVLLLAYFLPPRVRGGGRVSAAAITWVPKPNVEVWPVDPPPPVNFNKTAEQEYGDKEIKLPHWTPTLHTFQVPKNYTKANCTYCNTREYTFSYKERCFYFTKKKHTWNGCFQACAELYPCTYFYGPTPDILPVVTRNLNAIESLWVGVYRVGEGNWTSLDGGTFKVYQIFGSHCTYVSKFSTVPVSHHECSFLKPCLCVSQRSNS
# L929 necroptosis: inhibitors of zVAD-triggered necroptosis, primary screen, L929 cells | L929 zVAD necroptosis rescue, ATP luminescence, 24 h; with zVAD 60 µM | viability rescue, % at 10 µM | 0.38% of 220,000 active | AID 1377, 2008;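 active = activation, scaled between plate controls, above about 75%, limit read from the data; inactive = activation under that limit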;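 also: 0% = zVAD with DMSO and 100% = DMSO alone without zVAD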
# p47phox inh: p47phox/p22phox peptide binding inhibitors, primary screen, biochemical, uHTS, NADPH oxidase regulatory subunit; fluorescence polarization, 2 h; inhibition, % at 24.7 µM; 0.53% of 220,000 active;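 active = inhibition above about 30%, limit read from the data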;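 also: 0% = p47phox with labelled peptide and 100% = labelled peptide alone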
# MDM2 E3 inh: MDM2-luciferase reporter signal enhancers, primary screen, MDM2 E3 ligase inhibitor project, cell-based, luminescence, 1536-well; 0.11% of 210,000 active; E3 ubiquitin-protein ligase Mdm2 (Homo sapiens), Q00987; signal enhancement, % at 5 µM; cell-based MDM2 ubiquitination luciferase reporter, 2 h; 0 = plate control, 100 = twice control, blank-subtracted;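 active = signal enhancement of 30% or more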;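 also: luminescence tracks abundance of the self-degrading MDM2-luciferase fusion protein; higher signal means inhibition of MDM2 E3 ligase activity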
# Target sequence (Q00987 whole entry, looked up, the tested form may be a part): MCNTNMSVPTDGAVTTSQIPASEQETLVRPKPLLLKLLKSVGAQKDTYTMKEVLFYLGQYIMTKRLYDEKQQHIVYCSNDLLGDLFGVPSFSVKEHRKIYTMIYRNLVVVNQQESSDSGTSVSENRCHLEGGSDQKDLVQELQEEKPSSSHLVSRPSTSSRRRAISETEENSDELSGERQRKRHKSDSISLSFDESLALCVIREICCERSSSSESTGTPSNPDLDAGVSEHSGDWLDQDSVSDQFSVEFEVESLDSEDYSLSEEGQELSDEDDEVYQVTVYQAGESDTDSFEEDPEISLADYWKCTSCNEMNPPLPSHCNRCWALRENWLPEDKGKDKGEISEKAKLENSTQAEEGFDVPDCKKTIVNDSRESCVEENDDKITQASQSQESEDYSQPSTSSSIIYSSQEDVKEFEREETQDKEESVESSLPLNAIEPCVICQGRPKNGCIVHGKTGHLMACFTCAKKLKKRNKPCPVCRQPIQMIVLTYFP
#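 test system = mammalian cells stably expressing self-ubiquitinating, self-degrading MDM2 E3–luciferase fusion | quantity = 2000 cells/well | incubation = cell settling 4 h, compound treatment 2 h, both 37 °C | signal = luminescence with SteadyLite reagent, 15 min at room temperature | evaluation = % enhancement relative to plate controls after blank subtraction | benchmarks = plate controls and plate blanks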
# An asterisk follows results filed as active; / = no result given; [ ] = dose if it differs, or a comment. An unsorted share of the library; 3.2% or so of the library scored in one or more.
SMILES,14-3-3 Bad PPI,Runt-SMMHC FRET,Tb hexokinase,Hck Nef HTS,Runt-CBFb FRET,EBV gp42 block,L929 necroptosis,p47phox inh,MDM2 E3 inh
COC(=O)c1c(NC(=O)CSc2nnnn2-c2ccccc2)sc2c1CCCC2,2.6,2.6,-1.7,2.3,-1.8,-24.9,0.4,-13.6,-2.1
C/C(=C\c1ccccc1)C(=O)n1nnc2ccccc21,-4.4,-1.9,1.6,0.2,1.2,-0.5,0.2,-15.1,-11.8
Cc1cc(NC(=O)CSc2nnc(Cc3ccccc3)o2)no1,6.1,-0.4,-1.1,6.3,1.8,-3.1,0.2,-3.4,-5.6
Cn1c(SCc2ccc(C#N)cc2)nnc1-c1cccc(Cl)c1,1.3[fluorescence artefact?],1.3,54.6*,6.6,1.7,-8.0,-0.4,-7.3,-31.7
COc1ccc(-c2csc(NC(=O)CSc3nc(SC)ns3)n2)cc1,-20.8,0.9,11.4,2.4,0.2,-17.7,0.8,-30.0,-7.8
O=C(CN1C(=O)CCC1=O)Nc1nc(-c2ccc3ccccc3c2)cs1,-1.9,-5.4,2.6,25.6,-2.9,-1.8,0.8,-25.6,-3.2
CCN(CCO)Cc1cn[nH]c1-c1ccc(C)c(C)c1,/,2.2,-2.6,0.2,-0.1,6.8,-0.6,9.2,-10.9
COc1cc(-c2nc3n(n2)C(c2ccncc2)C2=C(CCCC2=O)N3)cc(OC)c1OC (configuration not stated),-9.8,0.2,-19.5,25.7,0.8,-27.8,0.4,2.4,9.3
O=C(c1ccc(-c2ccccc2)c(F)c1)C1CCCN(C(=O)c2cncs2)C1 (configuration not stated),3.3,-3.0,-7.5,0.8,-8.3,-2.3,-0.9,1.6,-4.0
O=C(Nc1nc(-c2ccncc2)cs1)C1c2ccccc2Oc2ccccc21,-13.9,0.9,-7.3,0.9,-0.5,-16.6,1.2,-40.4,-5.0
O=C(Nc1nc(=O)[nH]s1)c1ccccc1,-7.6,-3.0,-1.6,18.7,-0.8,-3.3,0.4,-4.2,-6.2
NC(=O)NC(CC(=O)NCCCc1ccccc1)c1ccccc1Cl (configuration not stated),-2.3,0.6,0.3,3.1,-0.7,-11.0,0.9,-3.4,-4.7
Cc1c(C(=O)N2CCCC2)sc(NC(=O)c2cccc(Cl)c2)c1C#N,32.0,-11.7,-32.4,-2.3,-2.6,3.8,-0.3,-28.1,-7.8
C/C(=N/NC(=O)c1cc(-c2cccc([N+](=O)[O-])c2)n[nH]1)c1cccc(O)c1,21.3,-34.8,-15.7,-2.0,-7.0,-7.0,2.6,9.4,-0.4
O=C(Nc1c(F)cc(F)cc1Br)c1cc2nc(C(F)F)cc(C(F)F)n2n1,-5.5,-1.5,-6.5,0.6,1.6,-25.1,-0.1,-10.4,-21.8
CCCCNC(=O)CCCn1c(=S)[nH]c2cc3c(cc2c1=O)OCO3,-10.2[fluorescence artefact?],-0.2,-17.5,6.4,1.6,-8.4,1.5,-5.9,-7.8
CC(=O)Nc1ccc(OCc2cnc(Cl)s2)cc1,-12.3,-5.1,-4.5,-4.3,0.8,0.0,0.5,-4.5,-12.9
O=C(CSc1nnc(Cc2ccc3c(c2)OCO3)n1C1CCCCC1)NC1CCCC1,6.0[fluorescence artefact?],-2.6,5.1,4.3,-1.2,-11.6,0.3,-6.6,-0.5
CC(C)(C)c1ccc(S(=O)(=O)O/N=C2/CCCCC2c2ccc([N+](=O)[O-])cc2[N+](=O)[O-])cc1 (configuration not stated),8.5,16.2,3.5,2.8,28.4,-1.5,0.1,-5.4,-2.3
NNC(=O)CN1C(c2cccc(Cl)c2)=Nc2ccc(Br)cc2C1c1ccccc1 (configuration not stated),2.6,2.2,-7.6,0.3,-2.1,14.9,0.1,-6.8,-6.4
O=C1CC(=Nc2ccccc2)NN1c1ccccc1,-11.4,-1.9,1.3,0.6,-1.8,-10.9,0.4,-16.8,-16.1
COc1cccc(S(=O)(=O)Nc2cccc(C(=O)N3CCCCCC3)c2)c1,-10.0,3.3,0.3,-2.9,-3.1,-11.4,0.1,-8.4,13.3
O=C(C[n+]1ccc(C(=O)N/N=C/c2ccc(OCc3ccccc3)cc2)cc1)c1ccccc1,44.6[fluorescence artefact?],-1.5,12.7,0.2,2.2,0.5,0.1,18.9,-14.9
Clc1ccc(CO/N=C2\CCCc3nonc32)cc1,-8.1,-1.2,-7.9,1.6,-2.5,-3.6,1.8,-11.0,/
CC1CCCN(C(c2ccccc2)c2sc3ncnn3c2O)C1 (configuration not stated),2.2,-2.6,-3.4,3.0,0.1,-8.3,0.2,-7.6,2.3
Cc1cc(Nc2cccc(Cl)c2)n2ncnc2n1,1.4,2.1,3.0,-2.6,2.0,-11.6,/,1.6,/
Cc1ccc2c(CC(=O)Nc3ccc(N4CCN(C)CC4)cc3C)coc2c1,-6.7,-2.4,-8.7,3.0,-2.0,-26.6,11.3,-7.6,-8.6
COc1ccccc1NC(=O)c1ccc(NS(=O)(=O)c2c(C)noc2C)cc1,16.5,4.9,0.7,0.5,0.1,1.0,-0.2,-10.4,-9.9
O=C(Cn1c(-c2ccco2)nc2ccccc21)N1CCCCC1,5.1,30.1,-3.9,-0.1,35.2,-0.6,-0.4,-8.3,-6.1
O=C(CSCc1ccc(F)cc1)Nc1ccccc1,3.5,-5.2,-3.1,0.2,0.3,-7.4,0.1,-2.2,-7.5

# 3 structures from above, sorted by molar mass, smallest number first:
SMILES,14-3-3 Bad PPI,Runt-SMMHC FRET,Tb hexokinase,Hck Nef HTS,Runt-CBFb FRET,EBV gp42 block,L929 necroptosis,p47phox inh,MDM2 E3 inh
CC(=O)Nc1ccc(OCc2cnc(Cl)s2)cc1,-12.3,-5.1,-4.5,-4.3,0.8,0.0,0.5,-4.5,-12.9
O=C(CSc1nnc(Cc2ccc3c(c2)OCO3)n1C1CCCCC1)NC1CCCC1,6.0[fluorescence artefact?],-2.6,5.1,4.3,-1.2,-11.6,0.3,-6.6,-0.5
CC(C)(C)c1ccc(S(=O)(=O)O/N=C2/CCCCC2c2ccc([N+](=O)[O-])cc2[N+](=O)[O-])cc1 (configuration not stated),8.5,16.2,3.5,2.8,28.4,-1.5,0.1,-5.4,-2.3

# Continued.
SMILES,14-3-3 Bad PPI,Runt-SMMHC FRET,Tb hexokinase,Hck Nef HTS,Runt-CBFb FRET,EBV gp42 block,L929 necroptosis,p47phox inh,MDM2 E3 inh
N#CC1=C(N)SC(N)=C(C#N)C1c1cccc(Oc2ccccc2)c1,8.2,78.2*,-4.5,5.4,39.4,-31.2,0.0,-67.3,-3.3
N#CC1=C(N)C(C#N)(C#N)C(c2cccnc2)C2COCC=C12 (configuration not stated),-12.5,/,0.8,2.8,/,3.0,0.4,0.4,-22.0
COc1ccc(-c2nc3cc(NC(=O)c4ccc5c(c4)OCO5)ccc3o2)cc1,40.5,-4.2,-3.5,6.0,-3.8,-23.8,0.6,-7.5,-16.2
O=C(Nc1nccs1)c1ccc(Cl)c(S(=O)(=O)N2CCCCC2)c1,-5.7[fluorescence artefact?],3.0,-16.0,1.0,-1.0,-15.0,1.5,-13.5,-13.3
O=C(NC1CCCCC1)C(c1ccccc1)N1CCC2(CC1)OCCO2 (configuration not stated),0.2[fluorescence artefact?],-1.9,2.9,-4.9,0.7,-19.9,0.9,0.4,-11.0
Cc1ccccc1C(=O)Nc1ccc2nc3n(c(=O)c2c1)CCC3,1.2,1.6,-11.0,1.5,2.6,-7.3,1.8,-12.2,-3.8
Cc1c(C(=O)Oc2ccc(-c3cnc4ccccc4n3)cc2)cccc1[N+](=O)[O-],21.5,6.7,-17.0,4.8,15.3,3.2,80.8*,16.5,-26.0
CC1=NNC(=O)C1CCC(=O)N/N=C/C(Br)=C/c1ccccc1 (configuration not stated),2.1,2.2,-14.7,2.2,2.4,-2.5,0.0,0.3,-0.3
CC(=O)c1c(C)nc(-c2ccc(Cl)cc2)nc1NC(=O)C(C)C,7.2,2.0,-7.5,-0.4,-0.7,2.6,0.2,-2.5,-6.3
COc1ccc(/C=C/C(=O)Nc2cccc(S(=O)(=O)N3CCCC3)c2)cc1OC,3.1,-5.2,-24.3,21.7,-1.8,2.6,0.4,-12.4,-13.1
CCc1cc(C(=O)OC)c(NC(=O)CC2SC(=NC)N(C)C2=O)s1 (configuration not stated),-2.4,-4.2,6.9,14.8,1.3,-9.6,-1.0,-1.2,-50.9
CSCC[C@H](NC(=O)NCCC1=CCCCC1)C(=O)O,2.3,3.9,3.6,2.3,1.7,-13.2,-0.1,1.1,-0.6
CCOC(=O)c1nc(-c2ccccc2)sc1C(C)=O,3.7,-1.4,-21.8,14.9,-1.9,-0.5,0.8,-11.3,-16.0
CCOC(=O)C1=C(C)NC2=C(C(=O)OC2)C1c1ccccc1 (configuration not stated),-6.9,1.7,-14.4,22.4,-0.5,-4.9,3.0,-4.7,-18.1
Cc1ccc(S(=O)(=O)N(CC(=O)Nc2ccccc2C(=O)O)c2ccccc2)cc1,-3.7,-2.0,-3.4,23.0,-1.4,-19.6,10.8,-12.6,-7.0
Cc1ccc(N2CC(C(=O)NC3=NCCS3)CC2=O)cc1 (configuration not stated),-16.4,0.9,-5.9,2.5,1.8,-8.4,-0.3,-7.8,-22.4
CC(C)(C)c1ccc(/C=C/C(=O)N2CCCCC2)cc1,-0.8,4.3,3.2,7.2,-3.5,-14.2,15.4,-6.2,-4.5
CCCCNC(=O)c1cc(-c2ccc(OC)c(OC)c2)on1,0.1,-3.1,-6.2,17.0,2.6,-10.6,1.1,3.2,-10.4

# Grouped by structure, the entries above containing a furan ring, fused or not.
SMILES,14-3-3 Bad PPI,Runt-SMMHC FRET,Tb hexokinase,Hck Nef HTS,Runt-CBFb FRET,EBV gp42 block,L929 necroptosis,p47phox inh,MDM2 E3 inh
Cc1ccc2c(CC(=O)Nc3ccc(N4CCN(C)CC4)cc3C)coc2c1,-6.7,-2.4,-8.7,3.0,-2.0,-26.6,11.3,-7.6,-8.6
O=C(Cn1c(-c2ccco2)nc2ccccc21)N1CCCCC1,5.1,30.1,-3.9,-0.1,35.2,-0.6,-0.4,-8.3,-6.1
